LYP phosphatase = inhibitors of LYP phosphatase, biochemical, fluorescence intensity, uHTS (AID 1779); recombinant LYP phosphatase, fluorescence intensity; higher % means a stronger effect; hit rate 0.054% among 290,000; inhibition, % at 11.5 µM; hits with a dose series show IC50 in µM; in the data active = inhibition above about 50%;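 note: plate controls were vehicle with enzyme for no effect and no enzyme for full effect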
NTR1 agonist = NTR1-driven beta-arrestin-GFP spot formation – imaging, U2OS cells, high content, primary screen (AID 493036); hit rate 0.17% among 330,000; P30989; agonist mode; activation, % at 20 µM;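 active = activation at or above 40% of the spot to cytoplasm intensity ratio, with at least 20 cells analyzed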;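 note: 0% = DMSO without peptide and 100% = 100 nM NTR1 peptide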
Target sequence (P30989 whole entry, looked up): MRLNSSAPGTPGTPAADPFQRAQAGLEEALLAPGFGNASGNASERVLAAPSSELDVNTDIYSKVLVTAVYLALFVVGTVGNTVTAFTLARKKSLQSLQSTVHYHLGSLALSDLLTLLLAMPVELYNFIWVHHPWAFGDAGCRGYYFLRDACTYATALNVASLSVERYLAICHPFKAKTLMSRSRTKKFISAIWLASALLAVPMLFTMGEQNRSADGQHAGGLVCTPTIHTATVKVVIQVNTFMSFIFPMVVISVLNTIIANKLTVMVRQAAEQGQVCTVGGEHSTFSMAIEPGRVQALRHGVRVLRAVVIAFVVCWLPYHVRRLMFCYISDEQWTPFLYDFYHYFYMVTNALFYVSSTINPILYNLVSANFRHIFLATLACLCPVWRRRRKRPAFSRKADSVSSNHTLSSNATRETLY
WT yeast gro inh = growth inhibition of WT yeast, mitochondrial fusion screen. mitochondrial fusion phenotypic screen, WT strain. inhibition, % at 10 µM. hit rate 2.1% among 190,000. AID 1362; in the data active = inhibition above about 58%; tested in S. cerevisiae
Dengue-2 NS5 capping = flavivirus cap methylation enzyme inhibition – biochemical, confirmation dose response, primary screen (AID 588689); Dengue-2 NS5 methyltransferase capping enzyme assay, biochemical; higher % means a stronger effect; one-dose inhibition, % at 25 µM; IC50 in µM for titrated hits; hit rate 0.3% among 340,000; in the data active = a potency from the dose series
RSV CPE inhibition = inhibition of RSV-induced cytopathic effect – HEp-2 cells, primary 10 µM value included (AID 2391) | HEp-2 cells, RSV-induced CPE inhibition; higher % means a stronger effect | one-dose CPE inhibition, % at 10 µM; IC50 in µM for titrated hits | hit rate 0.13% among 310,000; in the data active = a potency from the dose series; note: strong numbers were not always called active
AID2073 = disruptors of CaV2.2 binding to Mint1 – biochemical, HTRF (AID 2073); HTRF protein-protein interaction, Mint1-CaV2.2; higher % means a stronger effect; one-dose inhibition, % at 20 µM; IC50 in µM for titrated hits; hit rate 0.19% among 290,000; in the data active = inhibition mostly above about 51%, no sharp cut-off; note: some results filed as inactive read as strong as hits
UTI89 phage lysis = inhibition of K1F phage lysis, E. coli UTI89, bacterial capsule biogenesis inhibitors, alamar blue (AID 488966). hit rate 0.02% among 340,000. inhibition, % at 100 µM, or IC50 in µM where a hit was titrated. E. coli UTI89 K1F phage lysis, alamar blue, 2 h; higher % means a stronger effect;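 active = phage lysis inhibition, versus mean bacterial control, above a set limit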;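 note: capsule biogenesis inhibitors block K1F phage lysis so surviving cells raise fluorescence; higher fluorescence means more inhibition of phage lysis; actives were called in the ten point dose series up to 300 µM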
GPR35 antagonists = GPR35 antagonists blocking zaprinast-driven arrestin recruitment, primary screen, imaging, U2OS, beta-arrestin-GFP, zaprinast agonist (AID 2058); hit rate 0.052% among 290,000; U2OS GPR35 beta-arrestin-GFP translocation imaging, zaprinast antagonism; higher % means a stronger effect; inhibition, % at 10 µM, or IC50 in µM where a hit was titrated;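 active = inhibition of at least 50% with at least 30 cells and total cytoplasm GFP at most 10,000,000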
Autophagy HCS = autophagy modulation, high-content screen; MEF GFP-LC3 puncta imaging; test concentration mostly 10 µM; calls only at 10 µM (by protocol); hit rate 0.98% among 190,000;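 active = percentage of spot-positive cells more than 3 SD above its plate mean, without a fluorescence outlier flag or 80% toxicity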;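 note: spot-positive cell cutoff set from DMSO-treated cells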
WT yeast gro inh mutant strain = further read-out of WT yeast gro inh, marked with its call; inhibition, %; mitochondrial fusion phenotypic screen, mutant strain inhibition
Autophagy HCS cell loss 18 h = recorded beside Autophagy HCS, whose call it bears; toxicity, %; measured here: cell loss, nuclei count;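 cell loss after 18 h compound exposure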
NTR1 agonist cell count 20 µM = recorded beside NTR1 agonist, whose call it bears; cell count; measured here: cell count, cytotoxicity flag
Dengue-2 NS5 capping pilot replicate = further read-out of Dengue-2 NS5 capping, marked with its call; inhibition, %; measured here: pilot screen replicate inhibition
* marks the source's active call; other numbers are inactive results; i = inactive; x = not tested or not shown; [ ] = dose if it differs, or a comment.

SMILES | LYP phosphatase | NTR1 agonist | NTR1 agonist cell count 20 µM | WT yeast gro inh | WT yeast gro inh mutant strain | Dengue-2 NS5 capping | RSV CPE inhibition | AID2073 | UTI89 phage lysis | GPR35 antagonists | Autophagy HCS | Autophagy HCS cell loss 18 h | others
CCOC(=O)C(C)Sc1nnc(NC(=O)c2ccc(C)c([N+](=O)[O-])c2)s1 (stereo not given) | -4% | 2.0 | 47 | 7 | 33 | -9% | 1.0% | 13% | 1.1% | -9% | i | 6
CCC(C)(C(=O)NC1CCCC1)N(Cc1cccs1)C(=O)Cc1cccs1 (stereo not given) | 0% | -2.9 | 64 | -1 | 4 | -2% | -0.9% | -6% | 1.5% | -10% | i | 2
CN(C(=O)CSc1nc(N)cc(N)n1)C1CCS(=O)(=O)C1 (stereo not given) | -8% | 0.7 | 70 | x | x | -4% | 2.2% | -3% | 1.2%[50 µM] | -11% | x | x
CCCOc1ccc(CCC(=O)O)cc1 | -10% | 0.2 | 49 | 2 | 5 | -8% | -0.7% | 43% | 0.1% | 20% | i | -19
C/C(=N\Nc1ccc(F)cc1F)c1ccc(F)cc1 | -2% | 2.2 | 60 | -5 | -13 | x | 1.2% | -10% | x | 16% | i | -5
Cc1ccnc(SCc2cc(=O)c(OC(=O)c3cc([N+](=O)[O-])ccc3Cl)co2)n1 | -6% | -0.7 | 52 | 3 | 0 | 0% | 0.1% | -30% | 2.3%[50 µM] | 8% | i | 0
COc1cccc(C2CC(c3c(-c4ccccc4)c4cc(Cl)ccc4[nH]c3=O)=NN2S(C)(=O)=O)c1OC (stereo not given) | 1% | 18 | 41 | 2 | -17 | 13% | 13% | 9% | -0.2% | -6% | i | -10
CSc1nc(C)nc(C2CC2)c1C#N | -9% | -1.1 | 41 | x | x | x | 2.4% | 12% | x | 10% | x | x
Cc1cccc(NC(=O)c2cccs2)n1 | 8% | -2.3 | 30 | 16 | 18 | -6% | -0.2% | 4% | -0.3% | 4% | i | -14
CCCc1nnc(NC(=O)CCC(=O)N2CCN(c3ccccn3)CC2)s1 | -5% | 2.7 | 50 | 11 | 11 | 2% | 1.6% | 1% | 8.0% | 8% | i | -17
Cc1noc(C)c1C(=O)OC(C)C(=O)Nc1ccc(S(=O)(=O)NC(C)C)cc1 (stereo not given) | -2% | 0.6 | 43 | -11 | 1 | -1% | 40% | -2% | 5.5% | -6% | i | -10
COc1ccc(OCCOc2ccc(N(C)S(=O)(=O)c3ccccc3)cc2)cc1 | x | 1.1 | 69 | x | x | 3% | 2.0% | x | 0.3%[50 µM] | x | x | x
CCOC(=O)C1=C(C)OC(N)=C(C#N)C1c1cccs1 (stereo not given) | -5% | 0.4 | 51 | 1 | 4 | x | -0.1% | -3% | x | 1% | i | 11
CC(C)(Oc1ccc(Cl)cc1)C(=O)NCc1ccncc1 | -2% | 2.1 | 87 | -3 | -4 | -3% | 4.0% | -6% | 0.6% | 6% | i | -5 | Dengue-2 NS5 capping pilot replicate=1.8
O=C1Nc2ccccc2C1=Nc1cccc(Cl)c1 | -9% | 4.2 | 54 | x | x | -2% | -0.2% | 2% | 1.4% | -4% | x | x
CC(C)CC(NC(=O)c1cccs1)c1nnc(SCc2ccc(Cl)c(Cl)c2)n1C (stereo not given) | 0% | 8.9 | 50 | 26 | 0 | -10% | 19% | -9% | 3.0% | -1% | i | -8
Cc1cc(C)c(OCC(=O)OC(C)C(=O)N2CCc3ccccc32)c(C)c1 (stereo not given) | x | 1.5 | 49 | x | x | 1% | 6.8% | x | 1.0%[50 µM] | x | x | x
Cc1ccc(F)c(CNC(=O)C2CCC(=O)N(Cc3ccccn3)C2)c1F (stereo not given) | -10% | 0.1 | 58 | x | x | -14% | 1.7% | 10% | 0.0% | 21% | x | x
CN1CCc2c(sc3ncn4nc(-c5ccccc5O)nc4c23)C1 | -16% | x | x | 7 | -2 | x | x | -4% | x | 10% | i | -2
COc1ccc(OC)c(S(=O)(=O)Nc2ccc(C)c(C)c2)c1 | 1% | 2.1 | 59 | -5 | 1 | -7% | 1.3% | 4% | -2.4% | 20% | i | -6
CCC1Nc2ncnc(N3CCN(c4ccccc4)CC3)c2N(Cc2ccc(Br)cc2)C1=O (stereo not given) | x | 2.2 | 98 | x | x | -2% | 6.4% | x | 0.7% | x | x | x
O=C(CSc1nnc(-c2cccnc2)n1Cc1ccco1)NCc1ccc2c(c1)OCO2 | -7% | 0.5 | 85 | -17 | -5 | -3% | -0.4% | -14% | 0.3% | 11% | i | 1 | Dengue-2 NS5 capping pilot replicate=1.5
COc1cc(/C=N/NC(=O)Cc2nnc(N)s2)cc(OC)c1OC | -1% | -0.7 | 43 | x | x | -2% | 0.9% | 9% | 0.9% | -11% | x | x
Cc1ccc(/C=N/NC(=O)c2nn(C)cc2Cl)cc1 | -2% | -0.7 | 59 | -4 | -10 | 4% | 1.4% | 5% | 5.5% | 0% | i | -6
CC1(C)Cc2c(sc(/N=C/N3CCCC3)c2C#N)C(C)(C)N1 | 0% | 3.5 | 73 | -10 | -6 | -1% | 1.6% | 7% | 3.4% | -12% | i | -5
The list goes on.
SMILES | LYP phosphatase | NTR1 agonist | NTR1 agonist cell count 20 µM | WT yeast gro inh | WT yeast gro inh mutant strain | Dengue-2 NS5 capping | RSV CPE inhibition | AID2073 | UTI89 phage lysis | GPR35 antagonists | Autophagy HCS | Autophagy HCS cell loss 18 h | others
CC(C)C(c1nnnn1Cc1ccc2c(c1)OCO2)N1CCN(c2ccccc2)CC1 (stereo not given) | -11% | 3.0 | 55 | x | x | -9% | -0.8% | -4% | 5.0% | 11% | i | -5
Cn1c(-c2ccc(F)cc2)cnc1NCc1ccc(C#N)cc1 | -11% | 1.1 | 87 | 7 | 14 | -11% | 2.3% | -7% | -0.5% | -22% | i | 10 | Dengue-2 NS5 capping pilot replicate=-6.1
N#Cc1ccc(OCc2nnc(SCC(=O)c3ccccc3)n2-c2ccccc2)cc1 | 3% | 1.5 | 52 | 13 | 6 | -2% | -1.5% | -2% | -0.1% | 5% | i | -14
Cn1c(=O)c2c(ncn2CC(=O)NC2CCCCC2)n(C)c1=O | -8% | 0.4 | 59 | x | x | 3% | 1.1% | 15% | 1.6%[50 µM] | -3% | x | x
O=C(CSC1=NS(=O)(=O)c2ccccc2N1)NCc1ccc(F)cc1 | x | -0.4 | 55 | x | x | -1% | 1.6% | x | 1.0%[50 µM] | x | x | x
CCOC(=O)c1c(NC(=O)CSc2nnc(-c3c[nH]c4ccccc34)n2CCOC)sc2c1CCCCC2 | 16% | 12 | 64 | 11 | 0 | -8% | 6.9% | 5% | -0.1% | -14% | i | 8
CCOC(=O)c1c(C)c(C(=O)NCCc2ccc(S(N)(=O)=O)cc2)c(C)n1CC | -8% | 0.3 | 63 | 6 | 6 | 3% | 2.3% | -8% | -0.5% | -21% | i | 30
CN(C)CCC(=O)c1ccc(Cl)cc1 | -7% | 1.0 | 74 | 15 | 12 | -49% | 1.2% | 1% | -0.4% | -6% | i | -5
O=C(CSc1nc(=O)n2ccccc2n1)N1CCCCCC1 | x | -1.7 | 73 | x | x | -5% | -1.9% | x | 0.4%[50 µM] | x | x | x
Cc1cccn2c(CN3CCCC(c4ccccc4)C3)c(C(=O)N3CCOCC3)nc12 (stereo not given) | -7% | 0.7 | 75 | 5 | -3 | -3% | 1.1% | 5% | 0.5% | -2% | i | 8
Cc1nn(-c2cccc(Cl)c2)nc1C(=O)O | -3% | 0.2 | 53 | -7 | -5 | -3% | 2.5% | 8% | 0.1% | -3% | i | -7
Cn1c(CNC(=O)c2ccc3c(c2)OCO3)nnc1SCC(=O)Nc1ccc(F)cc1F | -6% | -0.5 | 58 | x | x | 0% | 1.2% | 10% | 0.4% | -4% | x | x
CSC(=NCc1ccco1)NC#N | -4% | -1.4 | 39 | x | x | -5% | -0.2% | -1% | 0.5% | 0% | x | x
COC(=O)COc1ccsc1C(=O)OC | -1% | -0.9 | 75 | -8 | -44 | -9% | x | 6% | 0.8% | 3% | i | 10
COc1cc(C(=O)OCC(=O)N2CCOCC2)c([N+](=O)[O-])cc1OC | -8% | -0.4 | 48 | x | x | 1% | 0.0% | 8% | 0.3% | 2% | x | x
O=C(C1CCN(S(=O)(=O)c2ccccc2)CC1)N1CCN(c2ccccc2)CC1 | -9% | 0.2 | 70 | x | x | -7% | 0.9% | -8% | 0.1% | -7% | x | x
O=C(OCc1ccccc1Cl)c1cccnc1Cl | -5% | -1.0 | 62 | -3 | 6 | -4% | 0.4% | -3% | -0.2% | 3% | i | 32
COc1ccc(S(=O)(=O)N(CC(=O)NCC2CCCO2)Cc2ccccc2)cc1C (stereo not given) | -7% | -0.3 | 70 | x | x | -1% | 3.1% | 9% | -0.2%[50 µM] | 2% | x | x
CCOc1ccccc1NC(=O)c1ccc(S(=O)(=O)N2CCOCC2)cc1 | -2% | -0.4 | 35 | 14 | 19 | -1% | 2.8% | -1% | -0.2% | 2% | i | -13
CN(C(=O)Cc1ccccc1)n1cnnc1 | 2% | -1.0 | 100 | -16 | -7 | -1% | 1.4% | 8% | -1.8% | 7% | i | -6
COc1ccc(Br)cc1/C=C/C(=O)c1ccc(NC(C)=O)cc1 | -5% | x | x | 84* | 73* | -4% | -1.6% | 0% | 1.0% | 6% | i | 32
CC(Cc1ccccc1)(NC(=O)CN)c1ccccc1 (stereo not given) | -1% | 1.5 | 70 | -1 | 3 | x | -2.2% | -3% | x | 2% | x | x
COC(=O)c1cc(-c2ccccc2)c2c(=O)n(C)c(=O)n(C)c2n1 | -5% | x | x | -4 | -2 | x | x | -1% | x | -7% | i | -5
Cc1ccc(C(=O)COC(=O)CCN2C(=O)C3C4C=CC(C5CC45)C3C2=O)cc1 (stereo not given) | 2% | 1.3 | 61 | x | x | 5% | 2.0% | 3% | 1.7% | -6% | x | x

Two entries drawn at random from the list so far, as already listed:
SMILES | LYP phosphatase | NTR1 agonist | NTR1 agonist cell count 20 µM | WT yeast gro inh | WT yeast gro inh mutant strain | Dengue-2 NS5 capping | RSV CPE inhibition | AID2073 | UTI89 phage lysis | GPR35 antagonists | Autophagy HCS | Autophagy HCS cell loss 18 h | others
CN(C(=O)Cc1ccccc1)n1cnnc1 | 2% | -1.0 | 100 | -16 | -7 | -1% | 1.4% | 8% | -1.8% | 7% | i | -6
CN(C(=O)CSc1nc(N)cc(N)n1)C1CCS(=O)(=O)C1 (stereo not given) | -8% | 0.7 | 70 | x | x | -4% | 2.2% | -3% | 1.2%[50 µM] | -11% | x | x

In the list so far, these contain a COOH group:
SMILES | LYP phosphatase | NTR1 agonist | NTR1 agonist cell count 20 µM | WT yeast gro inh | WT yeast gro inh mutant strain | Dengue-2 NS5 capping | RSV CPE inhibition | AID2073 | UTI89 phage lysis | GPR35 antagonists | Autophagy HCS | Autophagy HCS cell loss 18 h | others
CCCOc1ccc(CCC(=O)O)cc1 | -10% | 0.2 | 49 | 2 | 5 | -8% | -0.7% | 43% | 0.1% | 20% | i | -19
Cc1nn(-c2cccc(Cl)c2)nc1C(=O)O | -3% | 0.2 | 53 | -7 | -5 | -3% | 2.5% | 8% | 0.1% | -3% | i | -7
